Source: PubChem
HCV inhibitor = HCV inhibition. Huh7.5.1 HCVcc-Cre infection, luciferase reporter, 44 h. Potency, µM (top dose mostly 41.8 µM), for the others: at the highest dose activity change, negative = inhibition, hits mostly inhibitors. 3.4% of 340,000 active; further: potency means the concentration at half of the fitted maximal effect; on the % scale 0 is the no-effect control and ±100 the full control effect
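Compounds are dispensed onto cells plated 4 h earlier at 1,000 per well, with HCVcc-Cre virus (about 0.5 moi) added next. Following 44 h of culture, luminescent signal is measured for 15 sec after 15 min with substrate at room temperature.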
LmPK inh = blocks Leishmania mexicana pyruvate kinase activity; AID 1721; Q27686; purified LmPK, Kinase-Glo ATP luminescence, 1 h; Potency, µM (series often up to 57.5 µM), inactives show at the top dose activity change, negative = inhibition, usual class: inhibitors; 0.37% of 290,000 active; further: potency means the concentration at half of the fitted maximal effect; on the % scale 0 is the no-effect control and ±100 the full control effect
Target sequence (Q27686 whole entry, looked up): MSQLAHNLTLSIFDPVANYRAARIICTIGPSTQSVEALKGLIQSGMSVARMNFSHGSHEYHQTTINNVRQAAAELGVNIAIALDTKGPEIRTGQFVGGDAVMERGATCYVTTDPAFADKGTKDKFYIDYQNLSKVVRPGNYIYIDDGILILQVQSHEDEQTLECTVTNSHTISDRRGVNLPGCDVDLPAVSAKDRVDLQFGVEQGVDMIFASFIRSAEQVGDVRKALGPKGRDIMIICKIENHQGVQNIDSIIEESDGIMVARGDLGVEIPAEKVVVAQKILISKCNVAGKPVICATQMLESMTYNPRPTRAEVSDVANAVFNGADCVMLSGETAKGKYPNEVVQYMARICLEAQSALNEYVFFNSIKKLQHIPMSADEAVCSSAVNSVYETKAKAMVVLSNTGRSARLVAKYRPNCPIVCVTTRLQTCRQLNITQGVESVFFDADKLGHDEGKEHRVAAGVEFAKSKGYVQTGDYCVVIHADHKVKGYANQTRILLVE
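In 50 mM imidazole pH 7.2 with 7 mM MgCl2, LmPK (0.1 nM) turned over PEP (0.5 mM) and ADP (0.1 mM) for 1 h at room temperature. Luciferase read-out of ATP.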
Shiga inhibitor = inhibitors of Shiga toxin in Vero cells; AID 2315; 9.2% of 290,000 active; Vero cells, Shiga toxin protein synthesis inhibition reporter; inhibition, % at 38.7 µM; in the data active means inhibition mostly above about 28%, no sharp cut-off; inactive means mostly below about 43%; further: 0% is about no effect
Pf growth 48h = inhibits P. falciparum growth in the first generation, 48 h; P. falciparum luciferase growth in erythrocytes, 48 h; Potency, µM (top dose mostly 28.7 µM), inactives show at the top dose activity change, negative = inhibition, usual class: inhibitors; 5.9% of 310,000 active; further: potency means the concentration at half of the fitted maximal effect; on the % scale 0 is the no-effect control and ±100 the full control effect
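Luminescence readout; reporter = integrated firefly luciferase in P. falciparum. RBC culture at 2% hematocrit, 0.1% parasitemia final, 37 C/5% CO2; decreased signal taken as growth inhibition.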
TbPYK inhibitor = T. brucei pyruvate kinase inhibition; Q57TT1; TbPYK enzyme, Kinase-Glo Plus ATP luminescence, 45 min; Potency, µM (titrated, usually from 76.8 µM), without a hit: at the top dose activity, negative = inhibition, most hits filed as inhibitors; 0.12% of 410,000 active; AID 624173; further: potency means the concentration at half of the fitted maximal effect; on the % scale 0 is the no-effect control and ±100 the full control effect; nearly all actives have a fitted effect of over 50% in size
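TbPYK + substrate in 50 mM TEA pH 7.2, 100 mM KCl, 10 mM MgCl2, 0.05% BSA, 0.01% Tween-20; cpd pinned; ADP 130 uM final; 45 min RT; Kinase-Glo Plus 10 min; luminescence endpoint.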
Cycloheximide cs = counter-screen hit for Shiga toxin inhibitors, cycloheximide; cell reporter, cycloheximide protein synthesis inhibition counterscreen; 12% of 300,000 active; AID 2314; max response, %; in the data active means max response mostly above about 13%, no sharp cut-off; inactive means mostly below about 14%; further: read at 38.3 µM for the half of the compounds with a filed dose; 0% is about no effect
Pf growth 96h = P. falciparum growth inhibition at 96 hours; P. falciparum luciferase reporter growth, 96 h; Potency, µM (doses to about 28.7 µM), for inactives: at the highest dose activity change, negative = inhibition, hits mostly inhibitors; 6.9% of 320,000 active; AID 504834; further: potency means the concentration at half of the fitted maximal effect; on the % scale 0 is the no-effect control and ±100 the full control effect
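Two-generation exposure (96 h) targets delayed-death phenotype. Reporter parasites carrying integrated firefly luciferase, in red cells at 2% hematocrit and 0.05% parasitemia final, kept at 37 C, 5% CO2; luminescence loss indicates inhibition.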
* hit, by the source's call; ? = inconclusive; nt = no result given; & = joins results of further samples; [ ] = remark or other dose. Unless noted, the call rests on the fitted dose curve; in most records, active means well fitted curve in the direction sought with a large enough effect; inconclusive means small, poorly fitted or top-dose-only effect, or another doubt; inactive means no such curve, though single readings can be large; an effect the other way counts as inactive or inconclusive.

SMILES	HCV inhibitor	LmPK inh	Shiga inhibitor	Pf growth 48h	TbPYK inhibitor	Cycloheximide cs	Pf growth 96h
CC(C)c1ccc(N(CC(=O)NCC2CCCO2)C(=O)Cn2nnc(-c3cccs3)n2)cc1 (configuration not stated)	0%	6%	-14	?	0%	3	317%[activator]
COC(=O)C1CCN(c2cc(=O)n(C3CCCCC3)c(=O)[nH]2)CC1	2%	-1%	-23	?	0%	1	2%
COc1ccc(-c2csc(NC(=O)c3ccc(N4C(=O)CCC4=O)cc3)n2)cc1	-9%	0%	-2	0%	-2%	-4	32%[1.15 µM]
Cc1c(-c2ccc(Br)cc2)[n+](=O)c2c(n1[O-])CCCC2	4%	-4%	26	-13%	0%	-8	-35%[5.75 µM]
Cc1ccc(SC(C)C(=O)Nc2ccccc2C(=O)N2CCOCC2)cc1 (configuration not stated)	-12%	-3%	-9	12%	3%	-1	nt
COc1ccc(C(=O)NC(C(=O)NCC2CCCO2)C(C)C)cc1 (configuration not stated)	6%	-3%	2	0%	4%	8	5%
COc1ccccc1N1CCN(C(=O)c2c(-c3ccccc3Cl)noc2C)CC1	11µM*	4%	-8	?	-6%	2	?
Cc1ccc2[nH]c(=O)c(CNS(=O)(=O)c3ccccc3)c(-c3ccccc3)c2c1	2%	-1%	-8	-14%	0%	-3	94%[activator]
CCOC(=O)C1(Cc2cccc(F)c2)CCN(CC2CC2)CC1	8%	-2%	-9	17%	5%	3	15µM*
CCN(CC)c1ccc(S(=O)(=O)N2CCOCC2)cc1NC(=O)CN1CCc2ccccc2C1	?	5%	11	10µM*	3%	6	?
C=C(C)C(=O)NNc1ccccc1	15%	7%	3	28%	-9%	0	4%
Cc1cc(C)c2cc(CN(CCO)C(=O)NC3CCCCC3)c(=O)[nH]c2c1	-7%	-2%	1	-9%	0%	-3	?
CCCN(CCC)C(=O)CSc1nc2ccccc2c(=O)n1CC1COc2ccccc2O1 (configuration not stated)	?	6%	-8	?	-10%	-4	96%[activator]
COc1ccccc1Nc1ccc(C(=O)O)cc1[N+](=O)[O-]	3%	0%	19	42%[activator]	-1%	12	?
COc1ccccc1C(C)NC(=O)C1CCN(S(=O)(=O)c2cccs2)CC1 (configuration not stated)	-24%	nt	nt	?	-4%	nt	?
COc1ccc(OC)c(C2=NS(=O)(=O)N(C)C(C(=O)NCc3cccs3)=C2)c1	?	4%	-2	?	-33%	-4	-7%
CCCOc1ccc(N2C(=O)CC(N(CCc3ccc(OC)cc3)C(=O)c3ccccc3)C2=O)cc1 (configuration not stated)	?	2%	1	-7%	-7%	0	25%
Cc1cc(C)c(NC(=O)CSc2nc(=O)n(CCN3CCOCC3)c3c2CCCC3)c(C)c1	-15%	nt	nt	12%	-7%	nt	-7%
O=C(NCCCc1nc2ccccc2[nH]1)c1ccco1	7%	4%	3	27%	0%	6	9.3µM*
COc1ccc(OC)c(C(=O)c2ccc(C(=O)c3cc(OC)ccc3OC)cc2)c1	?	-1%	-17	3%	1%	-7	nt
O=c1[nH]c(=O)n(-c2ccc(F)cc2)c(O)c1C=Nc1ccccc1N1CCCC1	17%&11%	3%	13	10%	-12%	7	37%[activator]
CCOc1ccccc1NS(=O)(=O)c1cn(C)nc1C	-1%	-2%	-4	8%[5.75 µM]	3%	-4	36%[activator]
CCOC(=O)c1cnc2cc(-c3ccc(C(C)(C)C)cc3)nn2c1N	22%	0%	16	12%	2%	21	36%[activator]
CCOc1ccc2[nH]c(=O)c(CN(Cc3cccs3)C(CC)c3nnnn3C(C)(C)CC)cc2c1 (configuration not stated)	10µM*	1%	-9	0.93µM*	?	-3	nt
Nc1ccc(C(=O)Nc2cccc(N)c2)cc1	8%	-24%	77*	72%[activator]	0%	20*	85%[activator]

(listing goes on)
SMILES	HCV inhibitor	LmPK inh	Shiga inhibitor	Pf growth 48h	TbPYK inhibitor	Cycloheximide cs	Pf growth 96h
O=C(CCc1nnc2ccc(NCc3ccco3)nn12)N1CCN(c2ccc(F)cc2)CC1	-4%	3%	-9	-11%	-4%	-7	-18%
CCOC(=O)Cc1csc(NC(=O)CSc2nccn2C)n1	3%	-5%	-15	-1%	2%	5	3%
Clc1ccccc1Nc1c2c(nc3ncnn13)CCC2	?	10%	-10	12µM*	-9%	-3	3.3µM*
COc1ccc2nc(SC(C)C(=O)NCC(=O)Nc3ccc(F)c(F)c3F)[nH]c2c1 (configuration not stated)	17%	nt	nt	?	-2%	nt	21%
O=C(CC1C(=O)NCCN1Cc1ccc(F)cc1)NCCCn1cccn1 (configuration not stated)	15%	-8%	-31	12%	5%	-2	4%
CCOC(=O)N1CCN(c2nc(-c3cccc(OC)c3)cc(C(F)(F)F)n2)CC1	?	1%	-19	?	6%	-2	-3%
O=C1CCN(C(=O)c2ccccc2)C2CCCCC12 (configuration not stated)	14%	-8%	-5	4%	-3%	-1	0%
Cc1nc(NC(=S)NC(=O)c2ccccc2)sc1C(=O)N(C)C	1%	0%	34	nt	4%	22*	44%[activator]
COC(=O)c1ccc(NC(=S)N2CCN(CCO)CC2)cc1	9%	6%	-8	40%[activator]	-4%	-1	?
Nc1cccc(-c2nc3ccccc3s2)c1	-30%	14µM*	69*	nt	-13%	31*	433%[activator]
Cc1ccc(OCC(=O)NCC2CCCO2)c(C)c1 (configuration not stated)	8%	2%	34	18%	2%	39*	19%
Cc1ccc(Cn2ncc3c(NCCN(C)C)ncnc32)cc1	8%	5%	12	27%	0%	-2	0%
Cc1ccc(CCNC(=O)C2CCN(S(=O)(=O)c3ccc4c(c3)CCC(=O)N4)CC2)cc1	2%	-1%	-14	-9%	-5%	6	-26%
Cc1ccc([C@H]2Nc3ccc(S(=O)(=O)Nc4cccc(Cl)c4C)cc3[C@H]3C=CC[C@H]32)cc1	nt	nt	-6	nt	-14%	8	nt
CC(C)n1ncc2c(C(=O)Nc3ccc(S(N)(=O)=O)cc3)cc(C3CC3)nc21	-26%	nt	nt	?	2%	nt	?
CCc1cccc(Nc2cc(C)nc3nc(C)nn23)c1	12%	1%	17	5.2µM*	2%	-1	8.3µM*
c1ccc(Cn2ncc3ccccc32)cc1	8%	0%	18	4%	2%	8	-1%
COc1ccccc1CCNC(=O)C1CCN(c2nnc(C)c3c(C)n(-c4ccc(C)cc4)nc23)CC1	?	-1%	-10	?	-8%&2%	3	?
O=C(N/N=C/c1ccc(OC2CSC2)cc1)c1ccc(CN2CCOCC2)cc1	?	1%	17	?	1%	-2	?
CN1C(=S)SC(/[N+]([O-])=C\c2ccco2)C1(C)C (configuration not stated)	7%	5%	7	7%	5%	-5	58%[activator]
CCC1(CC)C(=O)C2=C3C1[C@H](C(=O)OC)C=C(C(=O)OC)C[C@H]3n1c(=O)n(-c3ccccc3)c(=O)n1[C@H]2C (some centres not stated)	-26%	nt	-4	nt	3%	-4	nt
COc1ccc(C2/C=C\CNCC(=O)N2Cc2ccc(F)cc2)cc1 (configuration not stated)	5%	0%	-6&-2	?	4%	-6&-7	25%
O=C(CNC(=O)c1nc[nH]c1C(=O)NCc1ccccc1)OCc1ccccc1	16%	-9%	-5	2%	-9%	-2	0%
CN1C(=O)c2ccccc2C(C(=O)NCC2CCCO2)C1c1c[nH]c2ccccc12 (configuration not stated)	8%	3%	-9	-2%	3%	7	?
COc1cc(C(=O)OCc2cc3ccccc3[nH]c2=O)cc(OC)c1OC	-3%	0%	-2	-10%	7%	-1	22%

The results go on:
SMILES	HCV inhibitor	LmPK inh	Shiga inhibitor	Pf growth 48h	TbPYK inhibitor	Cycloheximide cs	Pf growth 96h
Cc1noc(NC(=O)c2c(-c3c(Cl)cccc3Cl)noc2C)c1[N+](=O)[O-]	-16%	3%	-5	?	3%	-2	?
CCCCc1nnc(NC(=O)C2CC(=O)N(Cc3ccccc3)C2)s1 (configuration not stated)	-10%	-3%	-5	?	3%	-3	10µM*
CCC(=O)NNc1nc2c(Cl)cccc2s1	22%	-3%	3	11%	1%	-5	-30%[1.15 µM]
C/C(=N/NS(=O)(=O)c1cccc([N+](=O)[O-])c1)c1c[nH]c2ccccc12	-2%	1%	17	11%	-11%	-1	-26%
O=S(=O)(c1ccccc1)[C@@]1(c2ccc(Br)cc2)C[C@@H]2ON=C(c3ccccc3)[C@@H]2C1	10µM*	nt	nt	?	-8%	nt	?
O=C(Nc1ccccc1N1CCCCC1)c1ncoc1-c1cccc(F)c1	?	-1%	-7	?	0%	-3	?
CC(=O)N(Cc1ccc(F)cc1)c1cccc(C)c1C	23%	1%	-10	-8%	-3%	-2	0%
O=C(NCCCNC(=O)c1ccccn1)c1ccccn1	6%	-8%	19	26%	-1%	-1	?
CCNC(C(=O)c1c[nH]c2c(CC)cccc12)c1ccccc1 (configuration not stated)	?	-4%	23	?	-13%	12	?
Cc1cc(F)ccc1NC(=O)c1cc(S(=O)(=O)N2CCCC2)cn1C	-24%	-10%	-6	-15%	-2%	-3	?
O=C(NC1CCN(Cc2ccccc2)CC1)C1CCN(S(=O)(=O)c2cccc3cccnc23)CC1	?	-3%	-11	?	-4%	-1	?
CCSc1nnc(Cc2cc(=O)[nH]c(=O)[nH]2)n1-c1cccc(C)c1	19%	2%	4	0%	-7%	-5	-11%
Cc1nc(NC(C)C)c2cnn(CCc3ccccc3)c2n1	-30%	-3%	39	nt	0%	19*	-6%
O=C(COc1ccc2c(c1)OCO2)Nc1nccs1	6%	14µM*	58*	159%[activator]	?	28	?
O=C(c1cccnc1)n1nc(-c2ccco2)nc1NCc1cccs1	6%	0%	124*	57%[activator]	0%	37*	41%[activator]
COc1cc(NC(=O)c2ccc(CNc3c(N4CCOCC4)c(=O)c3=O)cc2)cc(OC)c1	-7%	16%	-18	nt	1%	-7	0%
CC(C)c1ccc(NC(=O)[C@H]2CSCN2C(=O)[C@@H]2CCC(=O)N2)cc1	17%	-5%	9	5%	0%	8	102%[activator]
O=C(CSc1nc(C(F)(F)F)cc(=O)[nH]1)N1CCCCCC1	-11%	nt	nt	16%	0%	nt	-11%
Cc1ccc(NC(=O)CSC2=Nc3ccccc3C3CC=NN23)c(C)c1 (configuration not stated)	6%	5%	-20	16%	0%	-6	nt
CC(C)c1ccc(CNc2ccc(N3CCOCC3)cc2)cc1	?	3%	26	?	-24%	20	?
Cn1ncc(N=Cc2ccccc2)c1C(=O)Nc1cccc(Cl)c1	-10%	5%	49	28%	3%	20	33%[activator]

Reprinted at random: 2 records from the list
SMILES	HCV inhibitor	LmPK inh	Shiga inhibitor	Pf growth 48h	TbPYK inhibitor	Cycloheximide cs	Pf growth 96h
CC(C)c1ccc(NC(=O)[C@H]2CSCN2C(=O)[C@@H]2CCC(=O)N2)cc1	17%	-5%	9	5%	0%	8	102%[activator]
O=C(NCCCNC(=O)c1ccccn1)c1ccccn1	6%	-8%	19	26%	-1%	-1	?

Grouped by structure, those above with a furan ring, fused or not
SMILES	HCV inhibitor	LmPK inh	Shiga inhibitor	Pf growth 48h	TbPYK inhibitor	Cycloheximide cs	Pf growth 96h
O=C(NCCCc1nc2ccccc2[nH]1)c1ccco1	7%	4%	3	27%	0%	6	9.3µM*
O=C(CCc1nnc2ccc(NCc3ccco3)nn12)N1CCN(c2ccc(F)cc2)CC1	-4%	3%	-9	-11%	-4%	-7	-18%
CN1C(=S)SC(/[N+]([O-])=C\c2ccco2)C1(C)C (configuration not stated)	7%	5%	7	7%	5%	-5	58%[activator]
O=C(c1cccnc1)n1nc(-c2ccco2)nc1NCc1cccs1	6%	0%	124*	57%[activator]	0%	37*	41%[activator]
